ssDAF-12 act: S. stercoralis DAF-12 activation, primary screen; HEK293 ssDAF-12/GRIP1 lit1-tk-luc reporter, luminescence; % of 3 µM dafachronic acid response; activation, % at 6.8 µM; 370,000 tested, 1% active;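 active = activation above the mean over all tested compounds plus 3 SD, cut at about 0.9% in these data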;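 also: 0% = DMSO-only wells and 100% = 3 µM delta7-dafachronic acid wells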
GC-B act: GC-B (human) receptor activation | 370,000 tested, 0.11% active | HEK293-GC-B cells, CNP EC30, cGMP TR-FRET; 0% at EC30 CNP, 100% saturating CNP | activation, % at 10 µM | P20594;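 active = activation at 10 µM reaching about 35% in either raw or pattern-adjusted values, limit read from the data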
DAX1 inh-1: NR0B1 (DAX1) inhibition; HEK293 Gal4-DAX1 luciferase reporter, luminescence; 340,000 tested, 0.99% active; P51843; inhibition, % at 6.75 µM; AID 504766;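 active = inhibition above the mean over all tested compounds plus 3 SD, cut at about 4.2% in these data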;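 also: 0% = DAX1-transfected cells with DMSO and 100% = empty-vector control cells with DMSO; inhibition shows as a rise in luminescence from relieved DAX1 repression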
GC-A act: GC-A (human) enzyme activation; P16066; HEK293 GC-A cells, cGMP TR-FRET, EC30 ANP; 0% at EC30 ANP, 100% saturating ANP; activation, % at 10 µM; 370,000 tested, 0.14% active; in the data active = activation above about 40%
Target sequence (P16066 whole entry, looked up): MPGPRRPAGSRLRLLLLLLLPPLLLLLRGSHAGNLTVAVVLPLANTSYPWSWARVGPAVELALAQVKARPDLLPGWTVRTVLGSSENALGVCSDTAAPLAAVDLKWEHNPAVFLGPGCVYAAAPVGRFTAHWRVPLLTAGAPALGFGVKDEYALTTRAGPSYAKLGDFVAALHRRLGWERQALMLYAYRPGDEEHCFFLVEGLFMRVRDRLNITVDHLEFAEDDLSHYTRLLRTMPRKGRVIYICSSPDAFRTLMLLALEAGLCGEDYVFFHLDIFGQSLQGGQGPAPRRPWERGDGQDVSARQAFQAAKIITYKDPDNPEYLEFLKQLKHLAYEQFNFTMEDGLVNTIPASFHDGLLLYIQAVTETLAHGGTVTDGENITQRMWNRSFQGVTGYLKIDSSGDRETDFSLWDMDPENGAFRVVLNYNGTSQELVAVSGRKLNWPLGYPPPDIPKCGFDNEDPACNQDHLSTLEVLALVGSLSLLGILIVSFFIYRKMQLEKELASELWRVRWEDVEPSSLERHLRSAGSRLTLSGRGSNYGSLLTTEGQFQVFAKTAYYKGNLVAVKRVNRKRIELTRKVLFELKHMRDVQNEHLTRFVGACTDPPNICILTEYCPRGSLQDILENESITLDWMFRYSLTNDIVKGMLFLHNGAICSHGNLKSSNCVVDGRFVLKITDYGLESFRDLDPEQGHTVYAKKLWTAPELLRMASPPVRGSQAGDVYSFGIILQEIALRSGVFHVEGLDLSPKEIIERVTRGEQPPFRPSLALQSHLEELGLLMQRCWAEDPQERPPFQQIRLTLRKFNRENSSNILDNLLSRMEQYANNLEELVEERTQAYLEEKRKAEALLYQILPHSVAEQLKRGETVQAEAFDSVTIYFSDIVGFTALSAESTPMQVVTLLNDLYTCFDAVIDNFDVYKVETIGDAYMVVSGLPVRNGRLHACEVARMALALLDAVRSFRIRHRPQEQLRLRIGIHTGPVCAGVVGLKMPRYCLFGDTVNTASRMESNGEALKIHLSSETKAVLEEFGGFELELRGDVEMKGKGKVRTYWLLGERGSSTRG
hcDAF12 agonist: H. contortus DAF-12 activation, primary screen. activation, % at 6.8 µM. 370,000 tested, 1.4% active. HEK293 hcDAF-12 lit1-tk-luc reporter, luminescence; 0% DMSO, 100% Δ7-dafachronic acid;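 active = activation above the mean of all tested compounds plus 3 SD, cut at about 5.5% in these data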;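 also: 100% = response to 3 µM Δ7-dafachronic acid high control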
hgDAF-12 ag: hgDAF-12 agonism, primary luciferase screen | 370,000 tested, 1.8% active | HEK293 GAL4-hgDAF12 UAS-luciferase reporter, agonist luminescence; normalized to butyrate control | activation, % at 6.8 µM;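 active = activation above a cutoff set at the mean of all screened compounds plus 3 SD, cut at about 10% in these data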;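 also: 0% = DMSO wells and 100% = sodium butyrate wells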
GAA850 FXN act: increases GAA850 frataxin promoter reporter activity; activation, % at 6 µM; 360,000 tested, 0.56% active; HEK293 lucGAA850 FXN promoter luciferase reporter, 24 h; percent of 10 µM SAHA response; AID 540364;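 active = activation above the average of all compounds screened plus 3 SD, cutoff fixed separately per campaign, cut at about 7.5% in these data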;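 also: 0% = DMSO wells and 100% = 10 µM SAHA wells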
SMARCA2 activ: increases SMARCA2 function in MMTV reporter cells; MG213 cells, MMTV-luciferase reporter, dexamethasone, overnight; activation, % at 9.1 µM; 370,000 tested, 1% active; AID 652017; in the data active = activation above about 7.8%;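 also: 0% = vehicle wells and 100% = reference activator wells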
HGIII-sPLA2 inh: Inhibits HGIII-sPLA2 liposome hydrolysis, primary screen; Q9NZ20; QFRET BODIPY PC-A2 liposome hydrolysis, fluorescence; inhibition, % at 12.2 µM; 370,000 tested, 0.56% active; AID 743126;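 active = inhibition above mean plus 3 SD of compounds lying within the high and low control bounds, cut at about 19% in these data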;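 also: 0% = median of test compound wells and 100% = no enzyme DMSO wells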
DAX1 inh-2: DAX1 (NR0B1) inhibition, primary screen; HEK293T StAR-luciferase reporter, SF-1/DAX-1 repression relief; inhibition, % at 6.8 µM; 370,000 tested, 1.1% active; AID 652010;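 active = inhibition above the mean over all tested compounds plus 3 SD, cut at about 3.6% in these data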;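 also: 0% = DAX-1 cells with DMSO and 100% = cells lacking DAX-1 with DMSO; higher inhibition means more luminescence from relief of DAX-1 repression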
KLK7 zymogen act: proKLK7 (human) activation, primary screen; P49862; purified proKLK7, EDANS-DABCYL substrate fluorescence; 100% is mature enzyme control, 0% vehicle; activation, % at 7 µM; 370,000 tested, 0.9% active; AID 652039;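 active = activation above the mean of all tested compounds plus 3 SD, computed per campaign excluding outliers beyond control limits, cut at about 13% in these data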
The depositor's hits bear a star; · = not tested or not shown.

SMILES | ssDAF-12 act | GC-B act | DAX1 inh-1 | GC-A act | hcDAF12 agonist | hgDAF-12 ag | GAA850 FXN act | SMARCA2 activ | HGIII-sPLA2 inh | DAX1 inh-2 | KLK7 zymogen act
O=C(COC(=O)Cc1ccc(S(=O)(=O)N2CCOCC2)s1)Nc1ccc2c(c1)OCO2 | -0.7 | 1 | 0.6 | -2 | -0.6 | 0.3 | -1.0 | -1 | -26 | -0.9 | 0.2
CCc1ccc(NC(=O)CSc2nc(CSc3ccc(C)cc3)cc(=O)[nH]2)cc1 | -1.2 | 1 | -0.9 | -3 | -1.6 | -1.3 | 2.0 | -1 | -6 | 0.1 | 0.3
CCn1ccc(C(=O)NCc2ccc3c(c2)OCO3)n1 | -1.3 | 0 | 0.7 | 5 | -2.6 | -0.2 | 2.4 | -2 | 3 | -0.1 | 0.2
COc1ccc(-c2sc3ccccc3c2-c2ccc(OCCN(C)C)cc2)cc1 | -1.0 | -11 | 1.8 | 0 | -1.3 | -0.1 | 1.1 | 2 | -6 | -0.7 | -3.0
Cc1ccc(S(=O)(=O)NCCN2CCOCC2)s1 | -1.2 | -2 | -0.7 | -2 | -0.5 | 0.4 | 1.3 | 1 | 0 | -0.4 | -0.2
c1cnc2cc(-c3ccsc3)ncc2c1 | -1.2 | 1 | 1.7 | 2 | -0.2 | 3.3 | 3.4 | 4 | 3 | -0.2 | -2.7
O=C(Nc1ccccc1N1CCOCC1)c1ccc([N+](=O)[O-])cc1 | -1.2 | 2 | -1.4 | -6 | 0.3 | 2.1 | 0.7 | 1 | 1 | 0.7 | 0.2
COc1ccc(S(=O)(=O)Nc2cc3c4c(c2)CCN4C(=O)CC3)cc1OC | -0.4 | -9 | 2.7 | 1 | 0.8 | 1.4 | -0.3 | 0 | 3 | -0.1 | -0.1
Cc1ccccc1NC(C)C(=O)N/N=C/c1c[nH]c2ccccc12 (configuration not stated) | -0.4 | 0 | 0.6 | -5 | 2.9 | -2.0 | -0.8 | -3 | -9 | -0.1 | -0.5
CCC(C)N=C1CC(C)(C)CC(=O)/C1=C(/O)Cc1ccccc1 (configuration not stated) | -1.8 | -1 | -2.8 | 0 | -1.1 | 0.3 | 0.3 | 0 | -6 | -0.2 | 0.0
O=C1OCc2cc(NC(=O)C34CC5CC(CC(C5)C3)C4)ccc21 | -0.7 | -3 | 0.4 | 2 | -2.1 | -0.7 | 0.8 | 2 | -2 | 0.1 | 0.3
Cc1ccc(/C(O)=C2\C(=O)C(=O)N(c3cc(C)on3)C2c2cccc(Br)c2)cc1 (configuration not stated) | -0.9 | 3 | -0.2 | 2 | -0.3 | 1.2 | 1.4 | -1 | 1 | -0.2 | -0.6
CCN(C[C@H]1N[C@@](C)(C(=O)OC)[C@H]2C(=O)N(C)C(=O)[C@@H]12)C(=O)COc1ccccc1 | -0.2 | 6 | -0.3 | 3 | 1.7 | 0.4 | 0.2 | 4 | -1 | -0.2 | -0.5
C/C(=N\NC(=O)c1cccc(S(=O)(=O)Nc2ccccc2Cl)c1)c1ccco1 | -1.0 | 2 | -0.3 | 2 | -1.5 | -1.5 | 4.6 | -3 | -25 | 1.0 | -0.6
COC(=O)c1ccc(CC(=O)c2nc3ccccc3s2)cc1 | 1.0* | 6 | -0.6 | 2 | 4.5 | 1.3 | 1.8 | 10* | 4 | 1.2 | -0.4
CC(C)CCN1CC(C(=O)NCCC2=CCCCC2)CC1=O (configuration not stated) | -0.7 | -5 | 0.5 | -6 | 1.2 | -0.8 | 3.3 | 8.1* | 16 | 1.5 | -0.1
FC(F)(F)c1ccc2c3n(nc2c1)CCN=C3c1ccc(Cl)cc1 | 1.0* | -3 | 2.0 | -3 | 5.0 | 3.4 | 3.2 | 0 | 11 | 0.9 | 0.6
Cc1ccc(C2CC(=O)NC(SCCC(C)C)=C2C#N)cc1 (configuration not stated) | -1.9 | 5 | -0.6 | 16 | -1.2 | -1.2 | 0.3 | -4 | -2 | -0.3 | 0.3
CCOC(=O)N1CCN(c2nc(-c3ccc(F)cc3)cs2)CC1 | -0.8 | -4 | -0.1 | 2 | 0.4 | 0.2 | 2.5 | 1 | 1 | 0.8 | 0.3
CCN(CC)C(=O)Cn1nnc(-c2ccc(C)o2)n1 | -1.1 | 4 | 2.2 | 7 | -0.4 | 3.3 | -2.4 | -3 | 4 | 1.6 | 0.4
Cc1ccc(Cn2cc(COC(=O)N(C)Cc3ccccc3)nn2)cc1 | -0.5 | 1 | · | 2 | -1.1 | 0.1 | · | -2 | -6 | -0.1 | 0.4
COc1ccc(CNC(=O)c2ccncc2)cc1 | -0.8 | 0 | 0.2 | 3 | 0.4 | -2.1 | 1.1 | -2 | 12 | 0.5 | 0.3
COc1ccc(-c2sc3cc(OC)c(OC)cc3c2C#CCO)cc1 | -1.0 | -8 | -1.2 | 3 | -1.9 | 7.0 | -0.1 | -2 | -2 | -3.3 | -4.8
COc1ccc(Nc2ncc3c(n2)CC(c2ccc(C)cc2)CC3=O)cc1 (configuration not stated) | -1.2 | -2 | 0.3 | -1 | -2.2 | 2.8 | 1.9 | 0 | 3 | -0.7 | 0.3
Cc1ccc(/C=N/Nc2ccc(C(=O)O)cc2)o1 | 0.6 | -3 | 3.3 | -3 | 6.3* | 16* | 4.0 | 5 | -2 | 4.6* | -0.1
CCOC(=O)C(N)CSC1CC(=O)N(c2ccc(OC)cc2)C1=O (configuration not stated) | -1.1 | 0 | 1.4 | 5 | 0.1 | 5.3 | -0.3 | 0 | -4 | -0.5 | 0.3
Fc1ccccc1Cc1ccc(Cl)nn1 | 0.1 | 5 | -0.3 | 5 | 1.4 | 2.2 | 1.4 | -3 | 9 | -0.2 | 0.1
CC1(C)Cc2ccccc2-c2[nH]c(=S)[nH]c(=O)c21 | -1.0 | 7 | 0.4 | 28 | 0.5 | 0.8 | 1.8 | -2 | 14 | -0.5 | -0.1
C=CCOc1nc2c(c(=O)n(C)c(=O)n2C)n1Cc1ccc(Cl)cc1Cl | -0.9 | 18 | 1.4 | 23 | -1.3 | 0.5 | 1.0 | 0 | 5 | 0.2 | 0.3
CCc1ccc(-c2cc(C)no2)cc1S(=O)(=O)Nc1ccccn1 | -1.1 | 1 | -0.1 | -2 | 0.6 | 0.3 | 0.4 | -2 | -1 | -0.5 | 1.3
COc1ccc(C2NC(=O)c3ccccc3N2)cc1OC (configuration not stated) | -0.6 | -2 | 0.1 | 2 | 0.4 | 5.1 | 4.5 | -1 | 6 | 1.4 | 7.2
COc1ccc(CNc2nccs2)cc1OC | -0.9 | 1 | -1.9 | 1 | -1.5 | 2.1 | 1.6 | -1 | -3 | -0.5 | -0.6
O=C(COc1ccc([N+](=O)[O-])cc1)Nc1ccc(CN2CCOCC2)cc1 | -2.8 | -1 | -1.6 | 3 | -3.1 | 0.6 | 0.5 | 0 | -1 | -0.5 | 0.1
COc1ccc(-n2nc(C(=O)NCC(=O)NCCCN3CC(C)CC(C)C3)c3ccccc3c2=O)cc1OC (configuration not stated) | -1.1 | 0 | 2.0 | 1 | -1.4 | 1.8 | -1.3 | 0 | -4 | -0.7 | -0.6
C=CCNC(=O)COC(=O)c1ccc(Cl)c(S(N)(=O)=O)c1 | -1.4 | 2 | -0.7 | 2 | -0.5 | -1.3 | -1.6 | -2 | 10 | -0.6 | -0.5
O=C(c1cccc(S(=O)(=O)N2CCN(c3ccc(F)cc3)CC2)c1)N1CCCC(C(F)(F)F)C1 (configuration not stated) | -2.4 | -1 | -2.1 | -2 | -4.3 | -6.7 | -5.2 | -8 | 1 | -4.7 | 0.6
CCCCn1c(N)c(N(CC(C)C)C(=O)CCNC(=O)c2ccc(Cl)cc2)c(=O)[nH]c1=O | -1.0 | 0 | 0.2 | 3 | -2.4 | 2.0 | 0.6 | 3 | 17 | -1.8 | -0.2
NS(=O)(=O)c1ccc(NS(=O)(=O)c2ccc(NC(=O)c3ccc(-c4ccccc4)cc3)cc2)cc1 | -1.7 | -3 | -1.4 | -7 | -2.1 | -2.4 | -1.9 | 1 | -109 | -0.8 | -1.0
CCCC12CN(C(=O)c3ccc(OC)cc3)CC(C)(CN(C(=O)c3ccc(OC)cc3)C1)C2=O | -1.4 | 0 | -2.3 | 10 | -0.8 | -1.0 | -1.5 | 0 | 3 | 0.1 | -0.1
Cc1ccc2cc3c(NS(=O)(=O)c4cccc5nonc45)nn(CC(C)C)c3nc2c1 | -1.1 | -5 | 0.3 | -1 | -1.9 | 0.5 | 0.6 | 0 | 6 | -3.1 | 0.2
CC(C(=O)OCC(=O)Nc1ccc(S(=O)(=O)N2CCCCC2)cc1)N1C(=O)c2ccccc2C1=O (configuration not stated) | -1.1 | 11 | -0.3 | 4 | -0.4 | 0.9 | -1.0 | 0 | -31 | 0.2 | 0.2
COc1cc2c(cc1OC)C(C(=O)NCc1ccco1)C(c1cccs1)N(C)C2=O (configuration not stated) | -1.5 | -12 | 0.3 | -15 | -0.3 | 0.8 | 2.0 | 2 | -1 | 1.1 | 0.0
Cc1ccc(S(=O)(=O)NCC(=O)NCc2cc(=O)n(C)c(=O)n2C)cc1 | -1.1 | -1 | 0.3 | 4 | 0.0 | -1.8 | -0.9 | 4 | 6 | -0.1 | 0.7
CCCNC(=O)C1(C)CCN(C(=O)c2ccc(F)cc2Cl)C1 (configuration not stated) | -0.7 | 2 | · | 4 | -0.7 | 3.8 | 1.6 | -7 | 3 | 0.2 | 0.3
CC(C)C(NC(=O)c1ccc(F)cc1)C(=O)N1CCOCC1 (configuration not stated) | -1.4 | 2 | -0.2 | 0 | -0.2 | -0.3 | 1.0 | -1 | 0 | -0.2 | -0.7
Cc1ccc(-c2nonc2NC(=O)c2ccco2)cc1 | -1.4 | 0 | 0.7 | 4 | -0.6 | 1.5 | -1.5 | -3 | 0 | -0.4 | 0.6
CCOC(=O)C1=C(CC)Nc2ccccc2N/C1=N\S(=O)(=O)c1ccc2ccccc2c1 | -1.8 | 0 | 0.7 | -3 | -1.6 | -2.9 | -1.2 | -3 | -39 | -0.9 | 0.9
COc1ccc(CCC(=O)NCCc2nc3ccccc3[nH]2)cc1 | 0.0 | -3 | 0.0 | -3 | 0.2 | -0.6 | 2.1 | -3 | -9 | 0.4 | 0.6

In another format: results already given.
Structure,ssDAF-12 act,GC-B act,DAX1 inh-1,GC-A act,hcDAF12 agonist,hgDAF-12 ag,GAA850 FXN act,SMARCA2 activ,HGIII-sPLA2 inh,DAX1 inh-2,KLK7 zymogen act
CCCC12CN(C(=O)c3ccc(OC)cc3)CC(C)(CN(C(=O)c3ccc(OC)cc3)C1)C2=O,-1.4,0,-2.3,10,-0.8,-1.0,-1.5,0,3,0.1,-0.1
COc1ccc(-n2nc(C(=O)NCC(=O)NCCCN3CC(C)CC(C)C3)c3ccccc3c2=O)cc1OC (configuration not stated),-1.1,0,2.0,1,-1.4,1.8,-1.3,0,-4,-0.7,-0.6
C=CCNC(=O)COC(=O)c1ccc(Cl)c(S(N)(=O)=O)c1,-1.4,2,-0.7,2,-0.5,-1.3,-1.6,-2,10,-0.6,-0.5

This is a random part of the collection; overall some 6.7% were active at least once.
